Bioassay records deposited in PubChem by National Center for Advancing Translational Sciences (NCATS).
AmpC no deterg = qHTS Inhibitors of AmpC Beta-Lactamase (assay without detergent). P00811. AmpC nitrocefin hydrolysis, absorbance 480 nm, 0.0001% Triton. Potency, µM (doses to about 57.1 µM), without a hit: at the highest dose activity change, negative = inhibition, hits mostly inhibitors. 330,000 compounds, 0.52% hits. AID 485341, 2010;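 also: potency is read from the fitted curve at half-maximal effect; plate controls were no compound for no effect and no enzyme for full effect; nearly all actives have a fitted effect of over 20% in size; some results filed as inactive show a strong effect at the top dose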
Target sequence (P00811 whole entry, looked up): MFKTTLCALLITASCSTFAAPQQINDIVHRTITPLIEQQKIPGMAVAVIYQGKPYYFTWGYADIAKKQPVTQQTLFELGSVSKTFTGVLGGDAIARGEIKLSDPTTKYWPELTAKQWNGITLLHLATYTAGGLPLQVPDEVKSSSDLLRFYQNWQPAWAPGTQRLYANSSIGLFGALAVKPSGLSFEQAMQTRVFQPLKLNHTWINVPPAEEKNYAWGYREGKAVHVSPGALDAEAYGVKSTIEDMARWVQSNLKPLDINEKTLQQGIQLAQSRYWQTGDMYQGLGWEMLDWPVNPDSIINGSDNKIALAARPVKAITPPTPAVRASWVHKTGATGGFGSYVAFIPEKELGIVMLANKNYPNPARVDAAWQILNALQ
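20 mM phosphate pH 7.0 + 0.01% (detergent screen) or 0.0001% Triton X-100; 5.3 nM AmpC reagent; cpd preinc 15 min RT; nitrocefin (800 uM stock) to start; A480 q20 s × 4 min; Activity was normalised to no-enzyme and no-compound control wells.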
LmPK inhibitor = qHTS Assay for Inhibitors of Leishmania Mexicana Pyruvate Kinase (LmPK). Potency, µM (doses to about 57.5 µM), for the others: at the highest dose activity change, negative = inhibition, hits mostly inhibitors. 290,000 compounds, 0.37% hits. purified LmPK, Kinase-Glo ATP luminescence, 1 h. Q27686; also: potency is read from the fitted curve at half-maximal effect
Target sequence (Q27686 whole entry, looked up): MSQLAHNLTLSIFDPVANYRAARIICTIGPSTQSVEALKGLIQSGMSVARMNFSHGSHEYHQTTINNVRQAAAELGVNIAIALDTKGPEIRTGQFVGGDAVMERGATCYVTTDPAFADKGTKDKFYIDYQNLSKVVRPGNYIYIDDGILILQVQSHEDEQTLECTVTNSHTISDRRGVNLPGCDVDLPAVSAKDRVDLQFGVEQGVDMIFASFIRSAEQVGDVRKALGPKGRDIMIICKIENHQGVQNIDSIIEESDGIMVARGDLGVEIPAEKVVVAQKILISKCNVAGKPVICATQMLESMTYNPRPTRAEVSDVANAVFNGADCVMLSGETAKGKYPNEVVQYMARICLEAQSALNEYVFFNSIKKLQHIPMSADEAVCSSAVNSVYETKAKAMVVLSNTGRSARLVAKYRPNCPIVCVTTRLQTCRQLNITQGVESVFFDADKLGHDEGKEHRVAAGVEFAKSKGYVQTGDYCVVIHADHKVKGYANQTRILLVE
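Pyruvate kinase activity monitored as ATP production (luciferase luminescence). Conditions: 0.1 nM enzyme, 0.5 mM PEP, 0.1 mM ADP, 1 h, RT; normalized against uninhibited and no-enzyme wells.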
TbPYK inhibitor = qHTS of Trypanosoma Brucei Inhibitors; TbPYK enzyme, Kinase-Glo Plus ATP luminescence, 45 min; 410,000 compounds, 0.12% hits; Potency, µM (titrated, usually from 76.8 µM), for the others: at the top dose activity, negative = inhibition, actives largely listed as inhibitors; pyruvate kinase (Trypanosoma brucei), Q57TT1; also: potency is read from the fitted curve at half-maximal effect; nearly all actives have a fitted effect of over 50% in size
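Activity of T. brucei pyruvate kinase was followed by Kinase-Glo Plus luminescence after the enzyme reacted 45 min at room temperature with 130 uM ADP (final) and substrate. Test compounds were added before ADP at multiple concentrations.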
AmpC inh detg = qHTS Inhibitors of AmpC Beta-Lactamase (assay with detergent). P00811. AmpC hydrolysis of nitrocefin, absorbance 480 nm, 0.01% Triton. Potency, µM (titrated, usually from 114 µM), inactives show at the highest dose activity change, negative = inhibition, actives largely listed as inhibitors. 370,000 compounds, 0.041% hits. AID 485294, 2010;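 also: potency is read from the fitted curve at half-maximal effect; 0% = no-compound wells and -100% = no-enzyme wells; nearly all actives have a fitted effect of over 25% in size; some results filed as inactive show a strong effect at the top dose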
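20 mM phosphate pH 7.0 + 0.01% (detergent screen) or 0.0001% Triton X-100; 5.3 nM AmpC reagent; cpd preinc 15 min RT; nitrocefin (800 uM stock) to start; A480 q20 s × 4 min; Activity was normalised to no-enzyme and no-compound control wells.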
HCMV inh = qHTS Assay for inhibitors of the human cytomegalovirus (HCMV); HFF cells, HCMV-luciferase reporter, 72 h; stronger effect = lower value; activity change, negative = inhibition, % at 57.5 µM; AID 1259415, 2018; 410,000 compounds, 4.5% hits; in the data active = activity change below about -60%; inconclusive = no clear call, values can overlap the other calls; inactive = above about -39%
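Human foreskin fibroblasts infected with luciferase-reporter HCMV at MOI 1 PFU/cell, compounds at two doses. Luciferase measured 72 h post infection; normalized to buffer-only basal and Salinomycin (10uM) controls.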
AMA1 RON2 block = qHTS for Inhibitors of AMA1-RON; Towards Development of Antimalarial Drug Lead: Primary Screen. Plasmodium falciparum AMA1 (3D7) - RON2 peptide interaction. AlphaScreen AMA1-biotinylated RON2 peptide binding. Potency, µM (titrated, usually from 58.2 µM), inactives show at the highest dose activity change, negative = inhibition, hits mostly inhibitors. 360,000 compounds, 0.2% hits;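 also: potency is read from the fitted curve at half-maximal effect; 0% = vehicle wells and -100% = peptide control; nearly all actives have a fitted effect of over 45% in size; some results filed as inactive show a strong effect at the top dose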
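AMA1 (3D7) with his tag at 25 nM final met compounds first, then biotinylated RON2 peptide at 25 nM; detection used donor plus acceptor beads, 10 µg/mL apiece, read by AlphaScreen after 30 min at room temperature.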
HCV inhibitor = qHTS Assay for Inhibitors of Hepatitis C Virus (HCV). Huh7.5.1 HCVcc-Cre infection, luciferase reporter, 44 h. Potency, µM (highest dose often 41.8 µM), without a hit: at the top dose activity change, negative = inhibition, usual class: inhibitors. 340,000 compounds, 3.4% hits. AID 651820, 2012; also: potency is read from the fitted curve at half-maximal effect
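Cells (1,000/well) were plated 4 h before compound, then infected with HCVcc-Cre virus (~0.5 moi). After 44 h further culture, infection was read as luciferase luminescence following a 15 min substrate incubation at room temperature.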
Active calls of the source: *; ? = inconclusive; . = not tested or not shown; & = joins results of further samples; [ ] = remark or other dose. Unless noted, calls follow the shape of the dose curve; as a rule, active = well fitted curve in the direction sought with a large enough effect; inconclusive = small, poorly fitted or top-dose-only effect, or another doubt; inactive = no such curve, though single readings can be large; an effect the other way counts as inactive or inconclusive. Unless noted, % is scaled to controls: 0 for no effect and ±100 for the full control effect.

SMILES	TbPYK inhibitor	AmpC no deterg	HCMV inh	AMA1 RON2 block	LmPK inhibitor	HCV inhibitor	AmpC inh detg
Cc1ccc(NC(=O)C2CCN(S(=O)(=O)c3cccnc3)CC2)cc1C	1%	-4%	10	17%	-1%	3%	?
O=Nc1[nH]c(=O)c(/C=C(\O)c2ccccc2)nc1NO	-5%	-18%	124	33%[activator]	-2%	?	1%
CCOc1ccc(C(=O)Nc2ccc3c(c2)OCCO3)cc1	-16%	-26%	-11	13%	-8%	-5%	4%
COc1ccc(NC(=O)/C=C/c2ccc(F)cc2)cn1	2%	-32%	24	-3%	1%	?	?
COc1cc(C(=O)Nc2cccc(-c3nc4cc(C)ccc4o3)c2C)cc(OC)c1OC	-2%	-6%	15	3%	4%	2%	-10%
COc1ccc(C2NC(=O)N(C)C3=C2C(=O)CC(C)(C)C3)cc1OC (stereo not drawn)	1%	-23%	-24	-3%	-4%	10%	4%
O=C(Nc1ccc(OC(=O)N2CCCC2)cc1)N1CCOCC1	4%	-10%	10	15%	-17%	17%	-14%
Cn1cccc1/C=C1\SC(=S)N(NC(=O)c2cccc(Cl)c2)C1=O	-10%	-15%	?	-5%	5%	-2%	?
CCOCCCNS(=O)(=O)c1ccc2c(c1)CCN2C(C)=O	-2%	-2%	22	-22%	1%	-18%	-9%
C=CC[C@H](CC(=O)N(CCO)Cc1ccccc1)C(=O)NCCOC(=O)[C@H](CC=C)CC(=O)OC(C)(C)C	1%	184%[activator]	7	15%	.	?	.
Cc1ccc(S(C)(=O)=N/C=C2\C(=O)c3sccc3N(C)S2(=O)=O)cc1 (stereo not drawn)	5%	-28%	12	2%	-20%	11%	6%
C/C=C/C=C/C(=O)N1CC2(CC(c3cccc(NC(=O)/C=C/C)c3)=NO2)C[C@@H]1C(N)=O (stereo partly drawn)	-26%	25%	17	-9%	0%	3%	-2%
Nc1nonc1-c1nc2ccccc2n1CC(=O)O	-7%	-19%	-2	6%	2%	-1%	0%
O=C(Cc1ccccc1F)NCC(c1ccco1)N1CCCCC1 (stereo not drawn)	6%	-29%	-37	46%[activator]	6%	-3%	-15%
COc1ccc(-c2ccc3oc(-c4ccc(OC)cc4)c(C#CCO)c3c2)cc1	-8%	.	-92*	11%	.	?	.
Cc1cccc(NC(=O)c2ccc(C)c(S(=O)(=O)N3CCCCC3)c2)n1	2%	-4%	-17	1%	.	10%	?
CCN(c1cccc(C)c1)S(=O)(=O)c1ccc2c(c1)N(C(C)=O)CCS2	0%	91%[activator]	-70*	-5%	-11%	11µM*	3%
CSc1nc(-c2ccccc2)nn1S(=O)(=O)c1ccc(Cl)cc1	-22%	-17%	-14	9%	7%	7%	?
Cc1c(Cl)cccc1NS(=O)(=O)c1cccc2nsnc12	4%	-38%	-18	-1%	4%	-25%	-6%
Cc1nc2ccccc2c(=O)n1/N=C/c1ccc([N+](=O)[O-])o1	.	-24%	.	.	6%	.	1%
CCCN(C(=O)CSCc1c(C)noc1C)c1c(N)n(Cc2ccccc2)c(=O)[nH]c1=O	0%	?	25	9%	.	6%	?
Oc1ccc(Cl)cc1CNCc1ccc(Cl)cc1	1%	-29%	10	37%[activator]	.	46%[activator]	-13%
CCN1C(=NCC2CC2)N[C@@H](c2cccc(C(F)(F)F)c2)C(C(=O)OC)=C1C	0%	-26%&24%	.	-1%	-3%&2%	?	-7%&-11%
O=C(CN1C(=O)NC2(CCCCCCC2)C1=O)Nc1cccc(Br)c1	2%	-8%	91	2%	.	?	.
O=C(CCc1ccc(S(=O)(=O)N2CCOCC2)cc1)OCC(=O)c1ccc(Br)cc1	-2%	-22%	49	-14%	.	8%	.
COc1ccc(NC(=O)C(=O)NCCCn2ccnc2)cc1	4%	-4%	-60*	-6%	1%	9%	3%
CCN(CC(=O)Nc1c(F)cccc1F)C(=O)c1csc2c1CCCC2	0%	-5%	12	-3%	.	-2%	-14%
Nn1c(SCC(=O)Nc2nccs2)nnc1-c1ccco1	6%	-9%	-29	2%	.	-2%	0%
Cc1ccc(NC(=O)CN2CCCC2c2cccs2)cc1S(=O)(=O)N1CCCCC1 (stereo not drawn)	-1%	-8%	-63*	10%	.	7.9µM*	7%
CCCCC(=O)Nc1ccc(C(=O)NNC(=O)CCCOc2ccc(Cl)cc2Cl)cc1	1%	-20%	42	21%	-8%	13%	-4%
COc1cccc(C(=O)NC2CCN(CC(=O)Nc3ccccc3Cl)CC2)c1	-7%	19%	9	7%	1%	-10%	-1%
CCOC(=O)/C(N)=C/c1ncc(C(F)(F)F)cc1Cl	-9%	-24%	2	12%	-4%	0%	6%
Cc1cccc(-n2ncc3c(N(C)C4CCCCC4)ncnc32)c1	0%	-16%	-78*	-4%	-11%	6%	-3%
Cc1cc(C(F)(F)F)c2c(N)c(C(=O)NC3CC3)sc2n1	-13%	29%	-6	16%	-4%	-11%	3%
NC(=O)c1c(NC(=O)c2ccccc2)sc2c1CCCC2	-1%	-44%	113	9%	2%	?	-4%
CC(C)c1cccc(C(C)C)c1O	-10%&4%	.	-5	8%	.	20%	.
CSCCC(NC(=O)c1ccc([N+](=O)[O-])cc1Cl)C(=O)OC1CCCCC1=O (stereo not drawn)	4%	177%[activator]	49	1%	-6%	20%	-14%
CCOC(=O)CCNC(=O)N1CCCC(C(=O)c2cccc(Cl)c2)C1 (stereo not drawn)	-12%	23%	-17	-3%	1%	1%	11%
CCOc1ccccc1CNC(=O)C1CCN(c2nc3ccccc3o2)CC1	2%	39%	-6	0%	-1%	-22%	2%
COc1cc(-c2oc3ccc(C)cc3c(=O)c2O)cc(OC)c1OC	-5%	.	-17	.	.	.	22%
Cc1ccc(S(=O)(=O)NCCSC(C)(C)C)cc1	.	-12%	-6	19%	7%	12%	-9%
CC(=O)c1ccc(N2CCN(CC(=O)N(C3CC3)C3CCS(=O)(=O)C3)CC2)c(F)c1 (stereo not drawn)	-9%	5%	?	-4%	.	4%	-2%
CCO/C=C/C(O)(CNC(=O)COc1ccccc1F)C(F)(F)F (stereo not drawn)	0%	-6%	?	9%	0%	11%	?
CCC(=O)c1ccc(OCC(=O)OCC(=O)NCCCc2ccccc2)cc1	-1%	-2%	-13	12%	.	1%	?
CN1C(=O)c2ccccc2Sc2ccc(C(=O)O)cc21	2%	-10%	28	3%	7%	-9%	1%
COC(=O)c1ccc2c(=O)n3nc(Nc4ccc(F)cc4F)sc3nc2c1	-1%	.	13	.	.	.	8%
Cc1ccc(N(C(=O)C(F)(F)F)C(C(=O)NC2CCCCC2)c2cccs2)cc1 (stereo not drawn)	-7%	-12%	-38	5%	0%	15%	0%
O=C(c1n[nH]c(=O)c2ccccc12)N1CCN(c2ccccc2)CC1	-3%	-14%	13	0%	1%	7%	-5%
Cn1c(CCN2CCCC2)nc2cc(NS(=O)(=O)c3ccccc3)ccc21	-2%	69%[activator]	0	56%[activator]	-3%	3%	-8%
CCCCCN1CC(O)=C(c2ccccc2)C1=N	3%	-12%	9	-2%	3%	4%	?
O=C(O)/C=C/C(=O)N1CCc2ccccc21	-1%	-17%	22	-10%	-1%	20%	-5%
O=C(Nc1ccccc1Oc1ccccc1)[C@@H]1O[C@H](CO)[C@H](O)[C@H](O)[C@H]1O	-6%	.	-16	5%	.	.	.
O=C(NCc1cccnc1)c1cc(C2CCCCN2C(=O)c2ccc(Cl)cc2)on1 (stereo not drawn)	-12%	.	?	-1%	.	.	.
CC(C)n1cc(NC(=O)c2cc(-c3ccccc3)on2)cn1	0%	-17%	12	73%[activator]	9%	?	?
COc1ccc(CC(=O)N2CC(=O)Nc3ccc(F)cc3C2c2ccccc2)cc1 (stereo not drawn)	?	.	2	.	.	.	-2%
O=C(O)c1ccc(N/N=C/c2ccc(OC(=O)c3ccccc3Cl)cc2)cc1	-10%	-55%	-68*	-15%	1%	35%[activator]	-1%
O=[N+]([O-])c1ccccc1S(=O)(=O)Nc1nc2ccccc2s1	-8%	-29%	-18	5%	0%	38%[activator]	-2%
Cc1nc(NN)c2c3c(sc2n1)COC(C)(C)C3	-8%	-5%	-5	49%[activator]	1%	?	0%
O=C(CNC(=O)OCc1ccccc1)NCC(=O)Oc1ccc([N+](=O)[O-])cc1	8%	.	5	16%	.	6%	.
COCC(C)NC(=O)C1c2ccccc2Oc2ccccc21 (stereo not drawn)	1%	13%	8	2%	-7%	0%	?
Cc1ccc(Cl)cc1-n1c(=O)c2sc3ccccc3c2n(Cc2ccccc2)c1=O	-10%	.	3	.	.	.	8%
O=C(c1ccc(SCc2cccc(Br)c2)c([N+](=O)[O-])c1)N1CCN(c2ccccn2)CC1	-4%	-17%	44	-12%	-6%	7%	4%

Quoted at random: 2 entries already listed.
SMILES	TbPYK inhibitor	AmpC no deterg	HCMV inh	AMA1 RON2 block	LmPK inhibitor	HCV inhibitor	AmpC inh detg
CCOC(=O)/C(N)=C/c1ncc(C(F)(F)F)cc1Cl	-9%	-24%	2	12%	-4%	0%	6%
COc1ccc(CC(=O)N2CC(=O)Nc3ccc(F)cc3C2c2ccccc2)cc1 (stereo not drawn)	?	.	2	.	.	.	-2%
